Pin1 inh: human Pin1 inhibition; Q13526; Pin1 FP peptide displacement, HiFluor488, 10 min; Potency, µM (highest dose often 115 µM), for inactives: top-dose activity, negative = inhibition, most hits filed as inhibitors; 390,000 tested, 0.009% active; AID 504891; active = well fitted inhibition curve with a large enough effect in the polarisation, with a control signal flat, not every such curve was filed as active; inconclusive = small, poorly fitted or top-dose-only effect, or effect the other way, or a change in a side signal; inactive = no such curve, though single readings can be large or run the other way; the % refers to the polarisation; note: potency is the fitted concentration of half-maximal effect; % is set by controls: 0 for no effect and ±100 for the full control effect
Target sequence (Q13526 whole entry, looked up): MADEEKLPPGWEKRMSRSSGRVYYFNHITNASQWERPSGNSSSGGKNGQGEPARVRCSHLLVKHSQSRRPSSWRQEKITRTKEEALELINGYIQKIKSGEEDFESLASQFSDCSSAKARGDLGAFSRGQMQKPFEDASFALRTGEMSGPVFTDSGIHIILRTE
BAZ2B inh: inhibitors of human BAZ2B bromodomain; Q9UIF8; AlphaScreen BAZ2B-H3K14Ac peptide displacement; Potency, µM (top dose mostly 114 µM), for the others: at the top dose activity change, negative = inhibition, most hits filed as inhibitors; 360,000 tested, 4.4% active; AID 504333; note: potency is the fitted concentration of half-maximal effect; % is set by controls: 0 for no effect and ±100 for the full control effect; nearly all actives have a fitted effect of over 60% in size
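Protein-peptide AlphaScreen: BAZ2B 50 nM, b-H3K14Ac 50 nM, 1x PBS pH 7.4 + 0.01% Tween-20. Preincubation 30 min RT; cpd 30 min RT (top 110 uM); beads 20 min RT, light-protected.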
GLS inh: blocks human kidney-isoform glutaminase activity | Potency, µM (top dose mostly 45.5 µM), without a hit: at the highest dose activity change, negative = inhibition, usual class: inhibitors | O94925 | 410,000 tested, 0.21% active | AID 624170 | GLS enzymatic activity, qHTS titration; note: potency is the fitted concentration of half-maximal effect; % is set by controls: 0 for no effect and ±100 for the full control effect
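Human kidney-isoform GLS in 45 mM KH2PO4 pH 8.2, 0.02% Tween-20, with compound, started with 1mM L-Glutamine (added stock). Glutamate oxidase/HRP/Amplex red coupled fluorescence read at start and after 30 min at RT.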
HP1b binding inh: HP1-beta chromodomain-methylated histone interaction inhibition; P83916; AlphaScreen HP1-beta / biotin-H3K9me3 peptide binding; Potency, µM (series often up to 114 µM), without a hit: at the highest dose activity change, negative = inhibition, usual class: inhibitors; 390,000 tested, 0.56% active; AID 540317; note: potency is the fitted concentration of half-maximal effect; nearly all actives have a fitted effect of over 70% in size; inactives centre near 23
Target sequence (P83916 whole entry, looked up): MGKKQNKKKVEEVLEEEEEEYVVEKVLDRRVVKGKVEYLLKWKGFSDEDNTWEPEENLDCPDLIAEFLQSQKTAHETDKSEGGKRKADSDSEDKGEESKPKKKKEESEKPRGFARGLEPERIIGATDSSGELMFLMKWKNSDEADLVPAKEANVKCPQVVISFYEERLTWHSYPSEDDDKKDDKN
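AlphaScreen: HP1-beta (50 nM) preformed 30 min with biotin-H3(1-18)K9me3 peptide (50 nM) in PBS pH 7.4, 0.01% Tween-20. Compound added for 30 min at RT, then streptavidin donor/nickel chelate acceptor beads (10 ug/mL) for 30 min.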
Tb PGK inh: inhibitors of T. brucei phosphoglycerate kinase. AID 602233. 380,000 tested, 0.043% active. Potency, µM (highest dose often 57.5 µM), for the others: top-dose activity change, negative = inhibition, actives largely listed as inhibitors. P07378. PGK/GAPDH coupled, Kinase-Glo luminescence, 60 min; note: potency is the fitted concentration of half-maximal effect; % is set by controls: 0 for no effect and ±100 for the full control effect; nearly all actives have a fitted effect of over 60% in size
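Luminescent ATP detection (Kinase-Glo Plus) follows a 60-minute room-temperature incubation, with wells lacking PGK as controls. Buffer: 100 mM TEA (pH 7.6), 5 mM MgCl2, 0.01% Tween-20. Coupling enzyme GAPDH (100 nM final) supplies unstable 1,3-BPG in-well.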
JMJD2A Tudor: JMJD2A Tudor domain (human) inhibition; O75164; Potency, µM (highest dose often 114 µM), without a hit: at the highest dose activity change, negative = inhibition, actives largely listed as inhibitors; AlphaScreen JMJD2A-Tudor / H3K4me3 peptide binding; AID 504339; 390,000 tested, 4.4% active; note: potency is the fitted concentration of half-maximal effect; % is set by controls: 0 for no effect and ±100 for the full control effect; nearly all actives have a fitted effect of over 50% in size
G9a block: inhibitors of human histone lysine methyltransferase G9a; 350,000 tested, 8.8% active; Q96KQ7; AID 504332; G9a H3K9 monomethylation, AlphaScreen, 2 h; Potency, µM (series often up to 102 µM), for the others: at the top dose activity, negative = inhibition, usual class: inhibitors; note: potency is the fitted concentration of half-maximal effect; % is set by controls: 0 for no effect and ±100 for the full control effect; nearly all actives have a fitted effect of over 75% in size
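Methyltransferase reactions run at room temperature for 2 h (20 nM enzyme, 500 nM biotin-H3K9 peptide, 20 uM SAM) after a 15 min compound preincubation; product detected by AlphaScreen beads and anti-H3K9me1 antibody.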
PI4K2A inh: inhibitors of human PI4K2A. Q9BTU6. activity change, negative = inhibition, % at 76.9 µM. AID 1346378. purified PI4K2A, ADP-Glo luminescence, 1 h; hits give low values. 420,000 tested, 0.13% active; in the data active = activity change below about -50%; inconclusive = mostly about -30% to -49%;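 note: -100% = wells without enzyme as full effect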
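PI4K2A activity was measured by ADP-Glo luminescence: enzyme (4 ug/mL stock) and phosphatidylinositol (1.2 mM stock) in Tris pH 7.5/MgCl2/EGTA/Triton X-100 buffer were reacted with ATP (300 microM stock) for one hour at ambient temperature.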
ERG-DNA inh: inhibitors of human ERG Ets domain-DNA interaction; P11308; fluorescence polarization, His-ERG Ets domain / labelled DNA; Potency, µM (highest dose often 76.9 µM), for inactives: at the top dose FP activity, negative = inhibition, hits mostly inhibitors; 370,000 tested, 0.028% active; active = well fitted inhibition curve with a large enough effect in the polarisation, with a control signal flat; inconclusive = small, poorly fitted or top-dose-only effect, or effect the other way, or a change in a side signal; inactive = no such curve, though single readings can be large or run the other way; the % refers to the polarisation;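 note: polarization taken with two DNA probes labelled with fluorescein and Texas red; potency is the fitted concentration of half-maximal effect; % of control where 0% means no effect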
Target sequence (P11308 whole entry, looked up, the tested form may be a part): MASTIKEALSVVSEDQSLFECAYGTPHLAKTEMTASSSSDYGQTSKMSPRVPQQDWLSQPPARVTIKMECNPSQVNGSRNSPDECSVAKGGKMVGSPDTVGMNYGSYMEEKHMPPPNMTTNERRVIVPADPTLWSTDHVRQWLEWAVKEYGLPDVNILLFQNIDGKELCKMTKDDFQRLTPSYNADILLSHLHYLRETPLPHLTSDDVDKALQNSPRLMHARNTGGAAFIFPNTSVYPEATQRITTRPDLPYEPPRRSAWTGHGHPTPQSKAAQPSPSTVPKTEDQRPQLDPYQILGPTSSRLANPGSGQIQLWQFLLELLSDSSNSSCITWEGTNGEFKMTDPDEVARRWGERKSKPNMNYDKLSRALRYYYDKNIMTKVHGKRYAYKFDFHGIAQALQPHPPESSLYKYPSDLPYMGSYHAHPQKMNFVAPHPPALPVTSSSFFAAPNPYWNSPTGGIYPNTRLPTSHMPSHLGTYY
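His-tagged ERG Ets domain (1 uM in the protein solution; 300mM KCl, 50mM Tris-HCl, 1mM EDTA, 1mM DTT, pH 7.5) received compound, then a probe mix of 5 nM fluorescein-DNA and 100nM Texas-615-DNA. Fluorescence polarization was read for both dyes.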
Active calls of the source: *; i = inactive; ? = inconclusive; / = not tested or not shown; [ ] = dose if it differs, or a comment. Unless noted, calls come from the whole dose curve; as a rule, active = well fitted curve in the direction sought with a large enough effect; inconclusive = small, poorly fitted or top-dose-only effect, or another doubt; inactive = no such curve, though single readings can be large; an effect the other way counts as inactive or inconclusive. Random draw from the library; overall some 11% were active at least once.

Preview, 2 compounds:
SMILES	Pin1 inh	BAZ2B inh	GLS inh	HP1b binding inh	Tb PGK inh	JMJD2A Tudor	G9a block	PI4K2A inh	ERG-DNA inh
CCNC(=O)N1CCCC(C(=O)c2ccc(-c3ccccc3)cc2)C1 (stereo unspecified)	-1%	-26%	-6%	26%	-1%	-2%	52%[activator]	-2	-2%
CC(C)(C)C(=O)NC1CCN(CC(=O)Nc2ccc3c(c2)OCO3)CC1	6%	-12%	-21%	11%	-3%	-1%	6%	-1	-8%

This part in full, repeating the preview:
SMILES	Pin1 inh	BAZ2B inh	GLS inh	HP1b binding inh	Tb PGK inh	JMJD2A Tudor	G9a block	PI4K2A inh	ERG-DNA inh
CCNC(=O)N1CCCC(C(=O)c2ccc(-c3ccccc3)cc2)C1 (stereo unspecified)	-1%	-26%	-6%	26%	-1%	-2%	52%[activator]	-2	-2%
CC(C)(C)C(=O)NC1CCN(CC(=O)Nc2ccc3c(c2)OCO3)CC1	6%	-12%	-21%	11%	-3%	-1%	6%	-1	-8%
O=C(NC(Cc1ccccc1)C(=O)O)/C(=C\c1ccc(Cl)cc1)NC(=O)c1ccccc1 (stereo unspecified)	-1%	-30%	?	18%	-6%	-1%	?	4	0%
COc1ccc(C(C)=O)cc1CSc1ccccn1	0%	10%	0%	42%[activator]	0%	-2%	/	-3	3%
CCCCOc1ccc(S(=O)(=O)n2nc(C)c(S(=O)(=O)N3CCC(C)CC3)c2C)cc1	-7%	5%	2%	26%[57 µM]	-4%	1%	-2%[59 µM]	2	-6%
Cc1cccc(-c2nc(S(=O)(=O)c3ccccc3)c(N3CCN(c4ccccc4)CC3)o2)c1	-4%	-22%	-10%	2%	-2%	-19%	?	-2	-2%
CCc1ccc(-c2nc(CSCC(=O)NCCCN3CCCC3=O)c(C)o2)cc1	2%	-8%	-2%	20%	-10%	-21%	9%[59 µM]	1	-7%
C=CCn1c(C)c(C(C)=O)c(N2CCCC2)nc1=S	-5%	15%	0%	49%[activator]	i	10%[11.4 µM]	17%[59 µM]	-4	-2%
COc1cccc(C2/C(=C(\O)c3ccc4c(c3)OCO4)C(=O)C(=O)N2CCN(C)C)c1OC (stereo unspecified)	-5%	-3%	16%	25%	-8%	-18%	?	3	6%
Nc1nc(CCl)nc(Nc2ccc3ccccc3c2)n1	9%	-4%	-6%	28%	i	-25%	?	8	-1%
O=S(=O)(NCc1ccco1)c1ccc(S(=O)(=O)N2CCCCC2)cc1	-2%	-3%	4%	18%	-1%	-12%	7%[59 µM]	2	-3%
CCN(CC)C1CCN(C(=O)CCn2nnnc2CN2CCOCC2)C1 (stereo unspecified)	2%	-2%	6%	20%	-11%	-14%	25%	-3	2%
Cc1ccc(CNC(=O)c2cc(-c3ccc(Cl)cc3)on2)cc1	-6%	1%	-5%	22%	i	-17%	9%[59 µM]	0	3%
Cc1ccc(S(=O)(=O)N2CCC(C(=O)Nc3nnc(COc4ccccc4)s3)CC2)cc1	14%	3%	-5%	15%	-4%	1%	2%[59 µM]	3	/
FC(F)(F)C1=CC(c2ccccc2)=NCCN1	3%	-1%	-6%	21%	-8%	9%	?	5	-4%
O=C(NC1CCCC1)C(c1ccccc1)N(Cc1ccc(F)cc1)C(=O)c1csnn1 (stereo unspecified)	-7%	-9%	-1%	32%	-5%	-13%	43%[activator]	5	12%
COc1ccccc1C(=O)NC1CCCc2ccccc21 (stereo unspecified)	8%	-6%	6%	41%[activator]	7%	8%	-8%	0	-6%
Cc1cccc2sc(NC(=O)C3CCCO3)nc12 (stereo unspecified)	-1%	-3%	12%	4%	/	-7%	18%[59 µM]	-4	/
CC(C)CN(CCNC(=O)CN1C(=O)COc2ccc(S(=O)(=O)N3CCOCC3)cc21)CC(C)C	-8%	2%	5%	-2%	-4%	-16%	23%	9	16%
CCOC(=O)c1ccc(NC(=O)NCc2cccnc2)cc1	0%	0%	-23%	18%	-8%	-3%	/	-4	-1%
CCNc1nc2c(c(=O)n(Cc3ccccc3)c(=O)n2C)n1Cc1ccccc1	?	-10%	-3%	-7%	10%	-29%	-17%	0	0%
COc1ccc(CC(=O)OCC(=O)Nc2ccc(F)cc2)cc1	-1%	-3%	-5%	19%	10%	-7%	-8%	-2	29%
CCN(C[C@H]1N[C@@](Cc2ccccc2)(C(=O)OC)[C@H]2C(=O)N(C)C(=O)[C@@H]12)C(=O)c1ccc(C(C)(C)C)cc1	-5%	/	3%	30%	-6%	-11%	/	-4	-3%
CCN(CC)S(=O)(=O)c1ccc(/C=C/C(=O)Nc2ccccc2N2CCOCC2)cc1	-2%	-6%	-5%	6%	8%	-4%	1%	-22	5%
COc1cccc(-c2ccc3c(N)c(C(=O)Nc4cc(C(F)(F)F)ccc4OC)sc3n2)c1	-4%	3%	-6%	60%[activator]	-3%	-10%	-17%[59 µM]	-2	3%
COc1ccccc1Cn1c(CCCO)nc2ccccc21	2%	?	2%	31%	i	-14%	22%[2.33 µM]	2	2%
O=C(c1ccco1)N(CCC(c1ccccc1)c1ccco1)Cc1ccc(F)cc1 (stereo unspecified)	30%[activator]	-33%	0%	17%	-1%	-17%	-4%	-1	-6%
Cc1cccc(N2N=C(C(=O)N3CC(=O)Nc4ccccc43)CCC2=O)c1	-3%	-9%	9%	21%	-5%	-17%	?	2	-3%
Cc1ccc(S(=O)(=O)N(C)C)cc1NC(=O)CSc1nnnn1-c1ccc(O)cc1	-2%	-14%	60%[activator]	-8%	-4%	-16%	4%	2	-2%
Cn1c(N)c(C(=O)COC(=O)COc2ccc(Cl)cc2Cl)c(=O)n(C)c1=O	5%	/	-5%	26%	-3%	-11%	/	1	7%
COc1cc2c(cc1OC)CN(C(=O)c1ccc(OC)c([N+](=O)[O-])c1)CC2	1%	-5%	-9%	13%	i	-1%	?	1	7%
CCCCCCNS(=O)(=O)c1nc2nc(C)cc(C)n2n1	1%	-3%	11%	26%	-1%	-14%	-1%[59 µM]	-6	-2%
CC1CCCN(Cc2c(O)ccc3c(=O)c(Oc4ccc(C(C)(C)C)cc4)c(C(F)(F)F)oc23)C1 (stereo unspecified)	-8%	8%	0%	35%	/	-1%	-7%[59 µM]	-2	-5%
O=C(CS(=O)(=O)c1cccc2nsnc12)N1CCN(c2cccc(Cl)c2)CC1	7%	-29%	-6%	18%[57 µM]	-1%	-22%	5%[59 µM]	-2	-4%
COc1ccc(NC(=O)c2ccc([N+](=O)[O-])cc2[N+](=O)[O-])c(OC)c1	1%	-5%	-2%	33%	7%	-9%	3%	-2	1%
Oc1ccc(N=Nc2ccccc2)o1	4%	-16%	24%	26%	5%	-17%	40µM*	-1	-13%
CCCCOc1ccc(CNC(=O)C2CCCN(c3nnc(-n4c(C)ccc4C)s3)C2)cc1 (stereo unspecified)	3%	2%	7%	17%	-3%	-21%	-4%[59 µM]	-3	1%
Cc1c(NS(=O)(=O)c2ccccc2F)c(=O)n(-c2ccccc2)n1C	2%	1%	1%	30%	6%	-5%	/	-21	-1%
COc1ccc(N2CCN(C(CNC(=O)c3ccc4c(c3)OCO4)c3cccnc3)CC2)cc1 (stereo unspecified)	-1%	-37%	30%[activator]	4%	i	-18%	/	0	-6%
OC(CNC1CCCC1)COc1ccc(-c2ccccc2)cc1 (stereo unspecified)	2%	-21%	-3%	7%	-1%	-31%	-5%[59 µM]	4	-14%
CC(=O)N1CC(C)Sc2ccc(S(=O)(=O)NCCc3ccc(C)cc3)cc21 (stereo unspecified)	-1%	-23%	-2%	16%	i	-22%	/	2	7%
O=C(Nc1ccc(S(=O)(=O)N2CCCC2)cc1)c1cc(=O)c2ccccc2o1	-1%	6%	-20%	28%	-1%	-22%	/	4	-1%
CCCOc1ccc(Br)cc1/C=N/O	3%	4%	20%	24%	-3%	9%	9%[59 µM]	-6	6%
O=C(NC1CCCCCC1)C1CCN(S(=O)(=O)c2c(Cl)cccc2Cl)CC1	-1%	-10%	0%	47%[activator]	-8%	-6%	-2%[2.33 µM]	-2	/
O=c1cc(COc2ncnc3c(Cl)cc(Cl)cc23)nc2sccn12	-2%	-10%	1%	55%[activator]	5%	-10%	?	-2	-3%
Cc1ccccc1CNC(=O)CN(c1cccc([N+](=O)[O-])c1)S(C)(=O)=O	-5%	-2%	-7%	53%[activator]	-6%	1%	-8%	1	-10%
Cc1ccc(NC(=O)c2ccc(OC(=O)COc3ccc(Cl)cc3C)cc2)cc1	2%	-1%	-3%	30%	3%	-1%	-16%	88	2%
COc1ccc(Cl)cc1NC(=O)Cn1ncc2c3ccccc3n(C)c2c1=O	-2%	0%	-1%	30%	-10%	-9%	1%[59 µM]	-3	-2%
Cc1cccc(OC(C)C(=O)Nc2nc(-c3ccncc3)cs2)c1 (stereo unspecified)	15%	5%	5%	22%	8%	-5%	35µM*	-3	1%
O=C(Nc1ccc(F)c(Cl)c1)N1CCN(C(=O)c2nsc3ccccc23)CC1	11%	1%	0%	37%	/	-1%	-1%[59 µM]	-3	-4%
CCCCCNC(=O)C(C#N)c1nc2ccccc2nc1N1CCCC1 (stereo unspecified)	?	-11%	0%	64%[activator]	-13%	-13%	?	-8	-1%
COc1cccc(CNS(=O)(=O)c2ccc3c(c2)N(C(C)=O)CCS3)c1	-13%	-10%	-3%	37%[activator]	-10%	-9%	31%[activator]	-2	-14%
S=C(NCCSCc1ccc(Cl)c(Cl)c1)Nc1ccccc1	?	/	24%	75%[activator]	12%	-11%	/	8	3%

High-throughput results (PubChem)
